OXTR potentiate = potentiates the human oxytocin receptor response; P30559; CHO-OTR cells, Fluo-8 calcium fluorescence, potentiator mode; 0% = oxytocin EC15, 100% = EC100; activation, % at 3 µM; hit rate 0.061% among 320,000;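 active means activation above that plate's cutoff, the mean activation of tested compounds plus 3 SD, cut at about 6.6% in these data, passing the limit was not always enough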;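 further: 100% uses oxytocin at 75 nM as the full agonist control; some results filed as inactive read as strong as hits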
Target sequence (P30559 whole entry, looked up): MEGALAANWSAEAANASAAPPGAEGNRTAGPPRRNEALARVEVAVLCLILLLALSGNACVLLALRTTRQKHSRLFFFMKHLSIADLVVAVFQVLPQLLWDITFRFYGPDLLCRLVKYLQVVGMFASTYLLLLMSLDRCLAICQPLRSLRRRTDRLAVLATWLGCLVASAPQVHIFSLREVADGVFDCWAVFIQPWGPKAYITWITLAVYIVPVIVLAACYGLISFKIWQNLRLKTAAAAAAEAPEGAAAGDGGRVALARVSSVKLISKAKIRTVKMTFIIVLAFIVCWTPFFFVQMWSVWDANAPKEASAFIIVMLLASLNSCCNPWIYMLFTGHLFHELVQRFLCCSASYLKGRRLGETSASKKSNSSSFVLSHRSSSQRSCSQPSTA
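System: human OTR in CHO cells; Also added: sub-maximal oxytocin, roughly EC15; Timing: compound 6 min at room temperature before oxytocin, 100 s read; Technique: Fluo-8 intracellular calcium fluorescence, ex 470-495, em 515-575 nm; Controls: oxytocin EC15 low and EC100 high; Replication: singlicate.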
MEKK2wt PB1 HTS = raises or lowers MEK5 binding to wildtype human MEKK2 PB1 domain. Q9Y2U5. bead flow cytometry, Alexa488-MEK5 binding to MEKK2 WT; actives lie on both sides. binding response (% of control), % at 10 µM. hit rate 1.1% among 290,000; in the data active means binding response below about 67% or above about 130%
GalR3 antagonist = human GalR3 antagonism. HEK293 GalR3-CNG cAMP membrane potential fluorescence; galR3 body fused to GalR1 C-terminus. inhibition, % at 3 µM. hit rate 0.44% among 360,000. AID 651719;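 active means inhibition above the screen-wide average plus 3 SD, cut at about 13% in these data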;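 further: forskolin and galanin both at EC90 stimulate the cells; cAMP rise reported by CNG channel membrane potential dye signal; 0% = forskolin plus galanin with DMSO and 100% = forskolin alone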
Target sequence (O60755 1-299 limits assumed): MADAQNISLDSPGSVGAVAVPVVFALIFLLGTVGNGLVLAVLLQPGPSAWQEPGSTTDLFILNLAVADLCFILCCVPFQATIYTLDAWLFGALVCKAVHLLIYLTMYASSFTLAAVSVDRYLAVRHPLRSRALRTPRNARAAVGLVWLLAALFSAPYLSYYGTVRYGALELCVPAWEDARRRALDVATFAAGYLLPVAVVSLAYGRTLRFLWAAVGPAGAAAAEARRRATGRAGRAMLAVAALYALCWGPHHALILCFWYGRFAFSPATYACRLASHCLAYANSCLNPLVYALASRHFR
OXTR agonist = activates the human oxytocin receptor; CHO-OTR cells, Fluo-8 calcium fluorescence; normalized: DMSO 0%, oxytocin 100%; activation, % at 3 µM; hit rate 0.32% among 320,000;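 active means activation above the mean of all tested compounds plus 3 SD, cutoff set per screening run, cut at about 20% in these data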;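 further: peak over basal fluorescence ratio from a 100 s FLIPR kinetic read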
NALP1 inh = inhibitors of NALP1 inflammasome in yeast; S. cerevisiae NALP1/ASC/caspase-1 growth, X-gal OD620, 72 h; inhibition, % at 10 µM; hit rate 0.61% among 280,000; in the data active means inhibition mostly above about 24%, no sharp cut-off; inactive means mostly below about 32%; further: some compounds called inactive have numbers as strong as hits
V1R ag counter = counter-screen for oxytocin receptor agonists: human V1a receptor agonists; CHO-V1R cells, Fluo-8 calcium fluorescence, agonist mode; 0% DMSO, 100% 3 nM vasopressin; activation, % at 3 µM; hit rate 0.25% among 320,000; AID 2797;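 active means activation above the mean activation of all tested compounds plus 3 SD, per screening run, cut at about 20% in these data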;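 further: signal is peak over basal fluorescence ratio across a 100 second FLIPR read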
GPR7 antagonist = antagonists of human GPR7 (neuropeptides B/W receptor 1); P48145; GPR7-expressing cells, fluorescence antagonist assay; inhibition, % at 4.4 µM; hit rate 1.1% among 290,000; AID 1861; in the data active means inhibition above about 16%, passing the limit was not always enough;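 further: cells stimulated with the agonist NPW; 0% = agonist with vehicle and 100% = vehicle without agonist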
PfM18AAP inh = PfM18AAP enzyme inhibition | recombinant PfM18AAP, H-Glu-NHMec fluorogenic cleavage | inhibition, % at 7.35 µM | hit rate 1.2% among 290,000 | AID 1822;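 active means inhibition above the campaign mean inhibition over all tested compounds plus 3 SD, cut at about 28% in these data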;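 further: 0% = plate median of test compound wells and 100% = 2 mM ZnCl2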
MEKK2mut PB1 HTS = signal of MEK5 binding to mutant human MEKK2 PB1 domain; bead flow cytometry, Alexa488-MEK5 binding to MEKK2 mutant; percent response, % at 10 µM; hit rate 0.35% among 290,000; AID 1530; in the data active means percent response above about 24%, passing the limit was not always enough; further: inactives centre near 1; some results filed as inactive read as strong as hits
Numbers without * were called inactive; · = no result given; [ ] = dose if it differs, or a comment.

structure,OXTR potentiate,MEKK2wt PB1 HTS,GalR3 antagonist,OXTR agonist,NALP1 inh,V1R ag counter,GPR7 antagonist,PfM18AAP inh,MEKK2mut PB1 HTS
Cn1nnc2cc(NC(=O)NCc3ccc4c(c3)OCO4)ccc21,-2,107,-1,-0.3,22,0.6,-5,4,7
Cn1c(=O)c2c(ncn2CCN(CCO)Cc2ccccc2)n(C)c1=O,3,106,-4,1.3,12,0.7,3,-8,1
CS(=O)(=O)N1CCN(c2ccccc2NC(=O)Nc2cccc(Cl)c2)CC1,-16,108,-9,5.6,-22,3.4,12,-1,3
O=C(O)c1ccc(/C=N/N2CCN(C3c4ccccc4-c4ccccc43)CC2)cc1,-1,94,3,-0.2,·,0.1,-14,3,0
CCc1ccccc1NC(=O)N1CCc2ccccc21,2,107,0,-0.7,-5,-1.3,3,10,11
O=C1CC(C(=O)Nc2ccccc2)S/C(=N\NC(=O)c2ccccc2Cl)N1 (configuration not stated),-9,103,-6,0.1,-23,-0.4,-12,-6,3
COc1ccc(C2CC(c3cccs3)=NN2C(=O)CSc2nc(=O)n3ccc(C)cc3n2)cc1 (configuration not stated),-15,·,-8,0.1,·,-0.4,·,·,·
Cc1nc(C)c(C(=O)OCC(=O)NCCc2ccc(S(N)(=O)=O)cc2)s1,0,·,-2,0.8,·,0.3,·,·,·
OC1(c2cccc(C(F)(F)F)c2)CCNCC1,0,98,-5,1.4,2,1.7,1,-3,1
O=C1[C@@H]2Cc3c([nH]c4ccccc34)C(c3ccccc3)N2C(=O)CN1CCO (some centres not stated),2,108,-10,0.5,-9,-0.5,-10,2,8
COc1cc(/C=N/NC(=O)c2cccc(NC(=O)c3ccccc3)c2)ccc1O,-13,102,10,-0.8,-3,0.7,-6,4,4
NC(=O)c1ccccc1OCC(=O)N1CCC(Cc2ccccc2)CC1,-10,·,21*,19,·,9.7,·,·,·
O=C(COC(=O)Cc1c(Cl)cccc1Cl)Nc1ccc(OC(F)(F)F)cc1,-11,105,-1,-1.1,-9,-0.2,-18,0,-1
CC(C)C[C@H](NC(=O)c1nc[nH]c1C(=O)N1CCC(C)CC1)C(=O)OCc1ccccc1,-9,96,-7,-2.7,·,-1.4,·,·,1
Cc1cccc(-n2c(Cc3cc(=O)[nH]c(=O)[nH]3)nnc2SCC(=O)NCC2CCCO2)c1 (configuration not stated),1,95,-3,0.4,-11,1.1,-15,6,-1
O=C(c1cccs1)N1CCN(c2ncc(C(F)(F)F)cc2Cl)CC1,-7,106,0,0.3,6,8.2,-9,3,5
N#C/C(=C\c1ccc(OCc2ccccc2)cc1)C(N)=O,-14,114,-2,-0.1,7,3.4,4,1,1
Cn1nccc1C(=O)Nc1cccc(C(F)(F)F)c1,-9,99,-3,-2.3,19,0.8,-11,0,-1
Cc1ccc(NC(=O)C2=CC(c3cccs3)=NS(=O)(=O)N2C)cc1,-8,95,·,2.1,7,4.8,-1,2,-4
CCNC(=O)OCCC12CC3CC(CC(C3)C1)C2,0,120,-1,-2.0,44,-0.1,-7,-5,7
O=C(c1cccc(Cl)c1)N1CCN(C2CCCCC2)CC1,-4,103,2,-0.2,19,0.5,50*,-5,-5
Cc1nn(C)c(C)c1S(=O)(=O)N(CC(=O)NCCCN1CCC(C)CC1)c1ccc(C(C)C)cc1,-11,101,4,-0.6,-3,-0.4,6,-11,-12
CCN(CC(=O)NCc1cccs1)C(=O)CCCOc1ccc(C(C)(C)C)cc1,-8,·,-3,4.7,·,6.5,·,·,·
CCOc1ccc(NC(=O)CCn2nc(C)c(S(=O)(=O)N3CCCCC3)c2C)cc1,1,100,0,2.3,13,2.3,8,3,2
CN(CC(=O)NCC1COc2ccccc2O1)S(=O)(=O)c1ccc(Cl)cc1 (configuration not stated),-9,·,-6,1.6,·,2.0,·,·,·

As entered above:
`Cc1nc(C)c(C(=O)OCC(=O)NCCc2ccc(S(N)(=O)=O)cc2)s1` in OXTR potentiate → 0
`CS(=O)(=O)N1CCN(c2ccccc2NC(=O)Nc2cccc(Cl)c2)CC1` in GPR7 antagonist → 12

The results go on:
structure,OXTR potentiate,MEKK2wt PB1 HTS,GalR3 antagonist,OXTR agonist,NALP1 inh,V1R ag counter,GPR7 antagonist,PfM18AAP inh,MEKK2mut PB1 HTS
CN(C)CCNc1nc2sc3c(c2c(=O)n1-c1ccc(F)cc1)CCCCC3,-3,113,-6,6.2,23,2.3,-4,-11,1
[O-][n+]1c2c(nc3c1-c1ccccc1C3O)CCCC2 (configuration not stated),-3,99,·,-0.7,-18,0.2,-6,-2,-3
CC1Cn2c(CCc3ccccc3)nnc2S1 (configuration not stated),-3,·,-1,0.4,2,0.3,-6,9,·
Cc1noc(NS(=O)(=O)c2ccc(NC(=O)NC(C)(C(F)(F)F)C(F)(F)F)cc2)c1C,-13,106,-9,0.0,0,0.0,-11,0,6
CC(C)C[C@H](N)c1cn([C@@H](Cc2cc3ccccc3[nH]2)C(=O)N2CCNCC2)nn1,1,147*,-2,0.5,-16,2.5,-2,3,32
CC(=O)N1CCN(S(=O)(=O)c2cccc(C(=O)NCCC3=CCCCC3)c2)CC1,3,·,3,-0.7,·,-0.9,·,·,·
CC1=C(C(=O)OCc2cc(C)on2)N2C(=O)[C@@H](NC(=O)OCc3cc(C)on3)[C@H]2SC1,-6,·,-3,1.4,·,1.3,·,·,·
Cc1cc(C(=O)N2CCCC(N3CCN(c4cccc(Cl)c4)CC3)C2)nc(C)n1 (configuration not stated),-2,100,-4,-0.9,3,0.1,-10,2,4
O=C(N1CCOCC1)N1CCN(S(=O)(=O)c2ccccc2)C1,-4,96,-2,0.5,33,-0.7,-6,-7,2
CN(C)C(=O)CN(c1ccc(F)c(Cl)c1)S(C)(=O)=O,-5,92,-2,0.2,11,0.6,-10,5,0
COc1ccc(C(=O)N2CCC(C(=O)O)CC2)cc1,4,98,-1,0.2,14,-0.2,2,-7,-1
CC(=O)c1ccc(N2CCN(c3ncccn3)CC2)c([N+](=O)[O-])c1,-14,89,-8,6.1,21,8.7,35*,2,-10
O=C(NCc1cccc(Cl)c1)C1CCC(=O)N(CCCN2CCCC2=O)C1 (configuration not stated),-6,105,-2,1.1,16,-0.5,-13,1,3
COc1ccc(-c2n(CC(=O)OC3CC(C)CCC3C(C)C)c3ccccc3[n+]2C)cc1 (configuration not stated),·,136,-4,·,20,·,93*,-2,21
O=C(CC(=O)N/N=C\c1cccc(Cl)c1Cl)NCc1ccccc1,-9,93,-2,10,16,9.8,-4,8,-3
CCn1c(/C=C/N(C(C)=O)c2ccccc2)[n+](CCCS(=O)(=O)[O-])c2cc(Cl)c(Cl)cc21,-12,97,-3,-0.4,-24,0.2,-6,-2,-2
COc1ccc(N/C=C\C(=O)c2ccc3c(c2)OCO3)cc1,0,-1.0*[inhibitor],-3,0.3,2,0.8,-8,-6,-9
N#C/C(=C\c1ccc(OCc2ccc(Br)cc2)cc1)C(=O)Nc1cccc(C(=O)O)c1,-2,96,-8,-0.2,8,-0.9,-3,9,4
Cn1c(SCc2ccccc2F)nc2ccccc2c1=O,-6,·,-2,-1.1,·,-0.1,·,·,·
O=C(O)CC(Cc1ccc(Cl)cc1)C(=O)Nc1ccccc1 (configuration not stated),-10,102,1,1.8,20,-0.3,0,-12,1
CCCCNc1ccc(C(CC(N)=O)NC(=O)c2ccccc2)cc1[N+](=O)[O-] (configuration not stated),-12,97,-1,-1.4,·,-0.1,·,·,5
COc1ccc(-c2cccc(NC(=O)c3cccs3)c2)nn1,0,·,-4,0.7,·,0.9,·,·,·
CCOc1cc(C(=O)N2CCN(c3ccccn3)CC2)cc(OCC)c1OCC,-11,103,-10,-2.0,5,-1.1,-12,-1,0
O=C(NCC(c1ccco1)N1CCc2ccccc21)c1ccccc1Br (configuration not stated),-1,·,-2,-1.9,·,-1.8,·,·,·
O=C(CCn1c(=S)oc2ccccc21)NC1CCCCC1,-12,103,12,-0.5,·,1.0,-12,-7,0
C=CCn1c(CCNC(=O)c2ccc(Cl)c(Cl)c2)nnc1SCCOc1ccc(OC)cc1,-10,98,·,0.4,7,-0.1,0,-4,-1
O=C(CCNC(=O)c1ccc(Cl)cc1)Nc1ccccc1N1CCCCC1,-6,·,-2,-1.9,·,-1.7,·,·,·
Cn1nc(C(F)(F)F)c(/C=N/OC(=O)c2ccccc2Cl)c1SCc1ccccc1Cl,-3,95,-5,1.9,39,2.0,-9,1,-2
COc1ccc2[nH]c3c(=O)n(Cc4ccco4)cnc3c2c1,1,105,-2,-2.5,-9,-1.3,-3,-93,4
COc1ccc(C2C(C(=O)O)CCC(=O)N2c2ccc(C)cc2)cc1OC (configuration not stated),-5,100,-8,-0.2,·,-0.3,-11,0,0
CS(=O)(=O)Nc1cccc(-c2cn3c(n2)SCC3)c1,-3,94,0,-0.1,6,-0.5,-7,-6,1
CC(C)(C)c1cc(=O)[nH]c(SCc2ccccc2Cl)n1,-9,89,-4,-2.8,-1,-0.1,2,-10,-6
COc1ccc(N2CCc3c(C)nc(SC)nc32)cc1,-7,104,7,-1.6,1,-0.8,-8,1,10
COc1cc(/C=C/C(=O)OCC(=O)c2c[nH]c3ccccc23)ccc1OC(F)F,-11,106,-4,-0.4,14,0.8,-7,-1,-3
CCn1c(SCC(=O)NCc2cccs2)nnc1-c1ccncc1,-4,103,1,0.1,-11,3.0,-5,3,4
O=C(c1ccc(Cl)cc1)C1CCN(C(=O)C2CC2)CC1,-14,102,·,-0.4,6,-0.1,8,5,1
O=[N+]([O-])c1ccc2nc(SCc3ccccc3Cl)sc2c1,-6,107,·,2.9,1,1.1,-13,3,5
